AmpC inh det – inhibitors of E. coli AmpC beta-lactamase with detergent; Potency, µM (titrated, usually from 28.7 µM), for inactives: at the highest dose activity change, negative = inhibition; 71,000 compounds, 0.09% hits; P00811; purified AmpC, nitrocefin hydrolysis with detergent; active = well fitted curve in the direction sought with a large enough effect
Target sequence (P00811 whole entry, looked up): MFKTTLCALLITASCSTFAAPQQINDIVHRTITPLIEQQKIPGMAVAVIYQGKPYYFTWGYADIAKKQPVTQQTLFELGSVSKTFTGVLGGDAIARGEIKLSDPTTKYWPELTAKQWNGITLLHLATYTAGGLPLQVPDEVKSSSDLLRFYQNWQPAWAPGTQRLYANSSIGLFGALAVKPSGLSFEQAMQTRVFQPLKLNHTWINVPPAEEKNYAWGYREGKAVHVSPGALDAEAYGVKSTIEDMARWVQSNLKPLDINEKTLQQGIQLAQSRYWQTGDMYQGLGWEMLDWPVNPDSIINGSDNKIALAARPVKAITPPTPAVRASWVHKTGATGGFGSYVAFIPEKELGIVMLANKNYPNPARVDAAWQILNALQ
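E. coli AmpC (5.3 nM) in 20 mM phosphate pH 7.0 with 0.01% Triton X-100, preincubated 15 min RT with compound; nitrocefin (2 uL of 800 uM stock) hydrolysis followed by 480 nm absorbance every 20 s over 4 min.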
Starred values were filed as active, the others as inactive; & = joins results of further samples; [ ] = remark or other dose. % is set by controls: 0 for no effect and ±100 for the full control effect; potency is the fitted concentration of half-maximal effect. Only part of the results is shown; the hit share may differ from the screen's.

| SMILES | AmpC inh det |
| --- | --- |
| Cc1coc2c(C)c3oc(=O)c4c(c3cc12)CCCC4 | -0.6% |
| O[C@@H](C1=C/C(=C\c2ccncc2)c2ccccc21)c1ccncc1 | -3.7%[5.75 µM] |
| Cn1nnc(-c2ccc(OCc3ccccc3F)cc2)n1 | -1.4% |
| Cc1cc(NC(=O)NC2(C(F)(F)F)Oc3ccc(Cl)cc3O2)no1 (stereo not drawn) | -0.6% |
| CC(C)n1nc(C(=O)OCC(=O)N(C)C2CCS(=O)(=O)C2)c2ccccc2c1=O (stereo not drawn) | -3.4% |
| CCn1nnnc1SCC(=O)Nc1nc(-c2cccs2)cs1 | 0.5% |
| CCCC(=NCC(=O)O)C1=C(O)C(C(=O)OC)C(C)(C)CC1=O (stereo not drawn) | 7.2% |
| CN=C(C)C1=C(O)C(C(=O)OC)C(C)(C)CC1=O (stereo not drawn) | 7.1% |
| CCOC(=O)N1CCN(C(=O)CN2C(=O)COc3ccc(C)cc32)CC1 | -2.9% |
| N#Cc1cccc(Cn2nnc(-c3ccccc3)n2)c1 | -3.4% |
| COc1ccc(CN2CCN(C(=O)c3ccco3)CC2)cc1 | 0.8% |
| Cc1onc(-c2c(Cl)cccc2Cl)c1C(=O)Nn1cnnc1 | -0.8% |
| O=C(C1CCN(S(=O)(=O)N2CCC3(CC2)OCCO3)CC1)N1CCC(Cc2ccccc2)CC1 | -3.6% |
| COc1cccc(C(c2nnnn2Cc2ccccc2)N2CCN(C3CCCC3)CC2)c1OC (stereo not drawn) | -2.7% |
| Clc1ccccc1C1=Nn2c(nnc2-c2ccncc2)SC1 | -0.1% |
| Oc1cccnc1CN1CCCCC1 | -3.8%[5.75 µM] |
| Nc1ccc(S(N)(=O)=O)cc1 | 8.6% |
| C1CCN(CC[C@@H]2CCCCN2)CC1 | -3.9%[5.75 µM] |
| CCCn1c(SCC(=O)c2cc(OC)ccc2OC)nnc1C(C)C | 7.2% |
| Cc1cccc2c(=O)cc(C)n(CC(=O)N3CCOCC3)c12 | -1.3% |
| O=c1c(-c2ccc(F)cc2)nc2cnc(N3CCNCC3)nc2n1Cc1cccs1 | -2.8% |
| CCOC(=O)c1cccc(NC(=O)Cn2cc3c(n2)CCC(C)C3)c1 (stereo not drawn) | 6.0% |
| Cc1c(C(N)=O)sc(N)c1C(=O)OC(C)C | 6.2% |
| COCC(C)n1c(SCC(=O)N2CCCCC2)nc2ccccc2c1=O (stereo not drawn) | 15.3% |

Four of the compounds above, field by field:
> O[C@@H](C1=C/C(=C\c2ccncc2)c2ccccc21)c1ccncc1
  AmpC inh det = -3.7%[5.75 µM]
> COc1cccc(C(c2nnnn2Cc2ccccc2)N2CCN(C3CCCC3)CC2)c1OC (stereo not drawn)
  AmpC inh det = -2.7%
> Cc1onc(-c2c(Cl)cccc2Cl)c1C(=O)Nn1cnnc1
  AmpC inh det = -0.8%
> CCCn1c(SCC(=O)c2cc(OC)ccc2OC)nnc1C(C)C
  AmpC inh det = 7.2%

The list continues.
| SMILES | AmpC inh det |
| --- | --- |
| C/C(O)=C(\C#N)c1nnc2n1CCCCC2 | 11.8% |
| COC(=O)c1[nH]c2cc(OC)ccc2c1N | 14.6% |
| CCOc1ccccc1NC(=O)CSc1nccn1-c1ccccc1 | -8.4% |
| Cc1cc2c3nonc3ccc2n1-c1ccccc1 | -0.4% |
| O=C1CSC(c2cccc(F)c2)N1c1ccccc1F (stereo not drawn) | 2.5% |
| O=C(O)CCCC(=O)Nc1ccc(Br)cc1C(=O)O | -0.7% |
| CCc1c(O)nc(SCC(=O)N2CCOCC2)n(-c2ccccc2)c1=O | -1.9% |
| CCN(CC)/C(=N/O)NC(=O)NS(=O)(=O)c1ccc(C)cc1 | -4.5% |
| CCn1c(NC2CCCCC2)nc2ccccc21 | -1.6% |
| CC(C)c1nc2oc3c(N4CCN(C)CC4)ncnc3c2c2c1CCC2 | -2.9% |
| COc1cccc(-n2nnc3c(=O)n(Cc4cccc(F)c4)cnc32)c1 | -3.8% |
| COC(=O)c1[nH]c2ccc(C)cc2c1NC(=O)CN1CCN(C(=O)c2ccccc2)CC1 | -4.9% |
| O=c1c(-c2cccc(Cl)c2)nc2cncnc2n1Cc1ccc(F)cc1 | 0.3% |
| Nn1c(Cc2cccc3ccccc23)nnc1SC1CCOC1=O (stereo not drawn) | -1.4% |
| Cc1cc(C)n2nc(C)[n+](C)c2n1 | -4.3% |
| c1ccc(Cc2nnc3sc(C4COc5ccccc5O4)nn23)cc1 (stereo not drawn) | -2.4% |

Next part.
mol | AmpC inh det
COc1ccc(C(CC(=O)NCCCN2CCOCC2)NS(=O)(=O)c2ccc(C)cc2)cc1 (stereo not drawn) | 22.5%
O=c1c2[nH]c3cccc(Cl)c3c2ncn1CCN1CCCCC1 | 13.8%
O=C(CN1CCOCC1)Nc1cccc(Br)c1 | -2.8%
O=C(CSC1=NCCN1)C1COc2ccccc2O1 (stereo not drawn) | -2.3%
CN1C(=O)/C(=C2/C=Cc3ccccc3N2CCCS(=O)(=O)O)SC1=S | -1.7%
CC(C)(C)c1nc(NCCN2CCOCC2)c2nnn(Cc3ccccc3Cl)c2n1 | 6.9%
Cc1cccc(CCNS(=O)(=O)c2ccc3c(c2)oc(=O)n3C)c1 | -2.4%
Cc1cc2c(ccc3c2no[n+]3[O-])nn1 | 13.9%
O=[n+]1c2c(n([O-])c3c1CCCC3)CCCCC2 | 8.5%
CN(C)CCCN(C(=O)c1cccs1)c1nc(-c2ccccc2)cs1 | -3.3%
O=C(OCC#CCSc1nnc(-c2ccccc2)o1)c1ccco1 | -0.8%
O=C(NCc1nc2ccccc2[nH]1)c1ccco1 | -2.3%
CCN1C(c2ccc(F)cc2)=CS/C1=C(\C#N)c1nnc2n1-c1ccccc1SC2 | -3.8%
CC(=O)[O-].CC(=O)[O-].O.O.[Cd+2] | 14.2%
O=C(c1nn2cccnc2c1Cl)N1CCN(c2ccccc2)CC1 | -1.5%
CCCn1c(SCC(=O)NCCc2ccc(OC)c(OC)c2)nc2c1c(=O)n(C)c(=O)n2C | 1.0%
O=C(Cc1cccs1)Nc1nncs1 | -3.2%
COC(=O)c1ccccc1NC(=O)NCc1ccc2c(c1)OCO2 | -5.0%
CC1Oc2ccccc2N(CC(=O)c2cccc(Cl)c2)C1=O (stereo not drawn) | 1.9%
COC(=O)COc1ccc(NC(=O)C2CCCO2)cc1 (stereo not drawn) | -6.4%
Cc1ccc2[nH]c(C(=O)O)c(-c3ccccc3)c2c1 | -2.5%
C=CCn1c(O)c(C(C)=Nc2ccc(C(=O)OCC)cc2)c(=O)[nH]c1=O | -2.4%
CCN1C(=O)c2cccc3c(S(=O)(=O)Nc4nc(C)cs4)ccc1c23 | -2.9%
O=C(CSC1=NCCN1)Nc1ccccc1 | -2.8%[5.75 µM]
O=C(Nc1ccc(N2CCN(C(=O)c3ccco3)CC2)cc1)c1ccccc1F | -3.1%
COCCNC(=O)c1cc2cc(Br)cc(OC)c2oc1=O | -2.5%
Cc1nc(-c2cccc(S(=O)(=O)N3CC(C)OC(C)C3)c2)cs1 (stereo not drawn) | -5.0%
Nc1nc(-c2ccccc2)c(-c2ccccc2)c(-c2nc(N)nc(-c3ccccc3)c2-c2ccccc2)n1 | 0.6%[5.75 µM]
CCN(CC)CCN1C(=O)C(=O)/C(=C(/O)c2ccc(OC)c(OC)c2)C1c1ccccn1 (stereo not drawn) | -2.6%
CCCCCOC(=O)CSc1nc2c(c(=O)[nH]c(=O)n2C)n1CCc1ccccc1 | -0.5%
CCc1[nH]nc2c1C1(CCN(C(=O)c3ccccc3)CC1)C(C#N)=C(N)O2 | -3.8%
COc1cc(OC)nc(NC(=O)CS(=O)(=O)c2ccccc2)n1 | -5.3%
COc1ccc(CCNC(=O)c2c(O)c3cccc4c3n(c2=O)CC4)cc1OC | 3.5%
C[C@@]12C=CC(=O)C=C1CC[C@H]1[C@H]3CC[C@](O)(C(=O)CO)[C@]3(C)CC(=O)[C@@H]12 | -3.9%[12.8 µM]
Fc1ccc(-c2csc3nnc(SCc4cccnc4)n23)cc1 | 9.4%
Cc1cccc(NC2=NCC(=O)N2Cc2ccccc2)c1 | -0.7%
CC1CC(=O)O1 (stereo not drawn) | 12.7%
COCCn1nnnc1C(c1ccccc1Cl)N1CCN(c2ccccc2OC)CC1 (stereo not drawn) | 8.7%
CCc1cccc(NC(=O)CS(=O)Cc2nc(-c3ccc(C)cc3)oc2C)c1 (stereo not drawn) | 0.3%
O=C(Nc1cccnc1)c1cc(-c2ccc3c(c2)OCO3)on1 | -3.4%
CNC(=O)CSc1nnc(-c2ccc(S(=O)(=O)N3CCCC3)cc2)n1-c1cccc(C)c1C | -4.1%
CC1=C(C(=O)Nc2ccccn2)C(c2ccc(F)cc2)n2ncnc2N1 (stereo not drawn) | 12.4%
O=C(CSc1nnc(-c2ccccn2)n1Cc1ccccc1)N1CCCC1 | -1.7%
Cc1ccc(CN2CCC(C(=O)NCCC(C)C)CC2)o1 | 9.0%
O=C(Nc1cccc(F)c1)N1CCC2(CC1)CCN(C(=O)c1ccco1)CC2 | 1.0%
CC(=O)c1c(C)n([O-])c2ccc(C)cc2[n+]1=O | 1.0%
O=C(O)c1ccccc1C(=O)Nc1ccccc1 | -5.0%
CCN(CC)CCCN=Cc1c(O)n(CCc2ccc(F)cc2)c(=O)[nH]c1=O | -1.1%
CCCCOc1ccc(C2CC(=O)NC2=O)cc1 (stereo not drawn) | -4.0%
Cc1ccc(S(=O)(=O)N(CC(=O)N2CCCC2)C2CCCCC2)cc1 | -2.0%
COC(=O)CC(C(=O)Nc1cc(C(=O)OC)cc(C(=O)OC)c1)N1CCN(C)CC1 (stereo not drawn) | -4.3%
O=C(NCCCn1ccnc1)c1ccco1 | 0.8%
Cn1c(-c2ccc3c(c2)OCO3)cnc1NC(=O)CCC(=O)NCCc1ccccc1 | -2.8%
COc1cc2c(C(=O)Nc3ccc4c(c3)OCO4)cn(CC(C)C)c(=O)c2cc1OC | 10.0%
Cc1ccc(C(=O)CC2(O)C(=O)N(C)c3ccc(Br)cc32)c(C)c1 (stereo not drawn) | 11.5%
CCCCC(CCC(=O)Nc1ccccc1C(=O)OCC)C(=O)O (stereo not drawn) | 2.6%
COc1ccc(Cc2nnc(SCC(=O)NC(C)c3ccccc3)o2)cc1 (stereo not drawn) | 6.2%
Cn1cc(C(F)(F)F)nc1-c1ccc(OC[C@@H](O)CNCCOc2ccc(O)c(C(N)=O)c2)cc1 | -4.8%&-2.3%
O=C(CSc1nnnn1-c1ccccc1)c1cc2ccccc2oc1=O | -6.8%
Nc1ccc(-c2ccc(Nc3cc(S(=O)(=O)O)c(N)c4c3C(=O)c3ccccc3C4=O)cc2)c(S(=O)(=O)O)c1 | -5.7%[5.75 µM]

Next part; the last 7 above are carried over.
mol | AmpC inh det
COc1cc2c(C(=O)Nc3ccc4c(c3)OCO4)cn(CC(C)C)c(=O)c2cc1OC | 10.0%
Cc1ccc(C(=O)CC2(O)C(=O)N(C)c3ccc(Br)cc32)c(C)c1 (stereo not drawn) | 11.5%
CCCCC(CCC(=O)Nc1ccccc1C(=O)OCC)C(=O)O (stereo not drawn) | 2.6%
COc1ccc(Cc2nnc(SCC(=O)NC(C)c3ccccc3)o2)cc1 (stereo not drawn) | 6.2%
Cn1cc(C(F)(F)F)nc1-c1ccc(OC[C@@H](O)CNCCOc2ccc(O)c(C(N)=O)c2)cc1 | -4.8%&-2.3%
O=C(CSc1nnnn1-c1ccccc1)c1cc2ccccc2oc1=O | -6.8%
Nc1ccc(-c2ccc(Nc3cc(S(=O)(=O)O)c(N)c4c3C(=O)c3ccccc3C4=O)cc2)c(S(=O)(=O)O)c1 | -5.7%[5.75 µM]
CCC(C)[C@H](NC(=O)NCc1ccccc1Cl)C(=O)OC (stereo partly drawn) | -1.2%
CC1(C)CC(=O)C2=C(C1)OC(N)=C(C#N)C21CCC2(CC1)OCCO2 | -2.6%
O=C(CCCOc1ccccc1)NCC1CCCO1 (stereo not drawn) | 6.0%
COC(=O)Nc1ccc(S(=O)(=O)N2CCCC(C(=O)Nc3cccc4c3OCCO4)C2)cc1 (stereo not drawn) | -7.8%
Cc1nc(=O)c(-c2ccccc2)c(C)n1CCCO | -1.4%
CCOCC(=O)O | 9.2%
N=c1c2c3c(sc2nc2n1CCC2)CCCC3 | -1.7%
